# GST TR-FRET counter – GST-antibody interaction or FRET quenching – biochemical, TR-FRET, artefact control for Vif-APOBEC3G degradation inhibitor project, dose response (AID 1117362). IC50 in µM for hits, for the others inhibition, % at the top dose, mostly 100 µM. TR-FRET counter screen, biotin-GST/anti-GST signal. 2.8% of 3,600 active;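 active = inhibition above 30% at one or more concentrations, seen consistently on every test date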;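 also: biotinylated GST protein used in place of GST-Vif 1-94 and biotin-A3G peptide; detects fluorescence quenchers or blockers of GST binding to anti-GST antibody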
# Numbers without * were called inactive; & = joins results of further samples. Some of the compounds tested. The share of hits here may be higher or lower than overall.
> CC(=O)N1CCN(c2ccc(NCc3ccc(C)s3)cc2)CC1
  GST TR-FRET counter = 29.7µM*
> Clc1ccc(-c2nnnn2-c2ccc(Cl)c(Cl)c2)cc1Cl
  GST TR-FRET counter = 6.4%
> Cc1ccc(-n2nnnc2SCn2nnc3ccccc3c2=O)cc1
  GST TR-FRET counter = 7.0%
> CCN(CC)C(=O)CSCC(=O)Nc1ccccc1
  GST TR-FRET counter = -2.6%
> CCOc1ccc(-n2c(Cc3cc(=O)[nH]c(=O)[nH]3)nnc2SCC(=O)NC2CCCC2)cc1
  GST TR-FRET counter = 0.2%
> CC1S/C(=N/N=C/c2ccco2)NC1=O (stereo unspecified)
  GST TR-FRET counter = -1.6%
> COc1cc(NC(=O)c2cc3nc(C)cc(C)n3n2)c(OC)cc1Cl
  GST TR-FRET counter = 4.4%
> COc1cc(Cl)c(C)cc1NC(=O)COc1cc(C)nc(C(C)C)n1
  GST TR-FRET counter = 2.0%
> CC(C)(C)c1ccc(NC(=O)N2CCN(c3ccc([N+](=O)[O-])cn3)CC2)cc1
  GST TR-FRET counter = -12.1%
> CC(=O)Nc1ccc(S(=O)(=O)Nc2nnc(C(C)C)s2)cc1
  GST TR-FRET counter = 3.2%
> CN(C)c1nc(N)nc(CSc2ncc(Cl)cc2Cl)n1
  GST TR-FRET counter = -1.9%
> COc1ccc(N2C(=O)C3CCCN3C2c2ccc(C)cc2)cc1 (stereo unspecified)
  GST TR-FRET counter = 4.7%
> Clc1ccc(-n2ncc3c(NCc4ccccn4)ncnc32)cc1
  GST TR-FRET counter = -14.7%
> CON(c1nc(N(C)C)nc(N(C)C)n1)S(=O)(=O)c1ccccc1Cl
  GST TR-FRET counter = 2.3%
> CC(=O)O/N=C/c1c(N2CCOCC2)n(C)c2ccccc12
  GST TR-FRET counter = 7.0%
> CCCCOc1ccc(C(=O)OC(C)CN(C)C)cc1 (stereo unspecified)
  GST TR-FRET counter = -4.5%
> CCCCN1C2=C(C(=O)CC(C)(C)C2)C(c2ccccc2)C2=C1c1ccccc1C2=O (stereo unspecified)
  GST TR-FRET counter = -7.7%
> NS(=O)(=O)c1ccc2c(c1)C1C=CCC1C(C1CC=CCC1)N2 (stereo unspecified)
  GST TR-FRET counter = 14.2%
> O=C(CSc1nccc(=O)[nH]1)Nc1ccc2c(c1)OCCO2
  GST TR-FRET counter = -2.6%
> NS(=O)(=O)c1cccc(NS(=O)(=O)c2ccc(/C=C/C(=O)OCC(=O)c3ccccc3)cc2)c1
  GST TR-FRET counter = -4.6%
> C=C(C)C(=O)Nc1cccc(C2=NOC3(C2)C[C@H](C(N)=O)N(C(=O)C(c2ccccc2)c2ccccc2)C3)c1 (stereo partly specified)
  GST TR-FRET counter = 1.0%
> O=C(Nc1ccc2c(c1)oc1ccccc12)c1cccnc1
  GST TR-FRET counter = 5.3%
> Cc1cccc(NC(=O)CSc2nnc(CCC(=O)Nc3ccc(C)c(Cl)c3)n2C)c1
  GST TR-FRET counter = -0.5%
> Cn1nc(-c2ccc(Cl)cc2)c2cc(C(=O)N3CCN(C(=O)c4ccco4)CC3)sc21
  GST TR-FRET counter = 2.9%
> CCC(Sc1nc2cc(OC)c(OC)cc2c(=O)n1Cc1ccco1)C(=O)NCCOC (stereo unspecified)
  GST TR-FRET counter = 5.9%

# Ordered by formula weight (lowest first): three of the compounds above.
> CC(=O)O/N=C/c1c(N2CCOCC2)n(C)c2ccccc12
  GST TR-FRET counter = 7.0%
> CC(=O)N1CCN(c2ccc(NCc3ccc(C)s3)cc2)CC1
  GST TR-FRET counter = 29.7µM*
> Cn1nc(-c2ccc(Cl)cc2)c2cc(C(=O)N3CCN(C(=O)c4ccco4)CC3)sc21
  GST TR-FRET counter = 2.9%

# By substructure, the compounds so far containing an NH in an aromatic ring
> CCOc1ccc(-n2c(Cc3cc(=O)[nH]c(=O)[nH]3)nnc2SCC(=O)NC2CCCC2)cc1
  GST TR-FRET counter = 0.2%
> O=C(CSc1nccc(=O)[nH]1)Nc1ccc2c(c1)OCCO2
  GST TR-FRET counter = -2.6%

# Entries from the list above that have two or more sulfur atoms, in the order listed:
> CC(=O)Nc1ccc(S(=O)(=O)Nc2nnc(C(C)C)s2)cc1
  GST TR-FRET counter = 3.2%
> NS(=O)(=O)c1cccc(NS(=O)(=O)c2ccc(/C=C/C(=O)OCC(=O)c3ccccc3)cc2)c1
  GST TR-FRET counter = -4.6%

# New compounds follow.
> CCN(CC)C(=O)c1sc(NC(=O)c2ccc(Br)o2)c(C(=O)OC)c1C
  GST TR-FRET counter = -3.1%
> CC(C)c1nnc(NC(=O)CCC(=O)NCc2ccco2)s1
  GST TR-FRET counter = 1.1%
> CCCCn1c(SCC(=O)NCc2ccco2)nc2ccc(N3CCOCC3)cc2c1=O
  GST TR-FRET counter = 0.3%
> COc1cc(-c2n[nH]c(=O)o2)cc(OC)c1OC
  GST TR-FRET counter = 3.4%
> CCOc1ccc(NC(=O)Cn2cncc2-c2ccc([N+](=O)[O-])cc2)cc1
  GST TR-FRET counter = 5.9%
> Cc1nnc(NC(=O)c2ccc(C)c(S(=O)(=O)N3CCOCC3)c2)s1
  GST TR-FRET counter = 4.4%
> CSc1ccc(/C=N/n2c(C3CCCCC3)n[nH]c2=S)cc1
  GST TR-FRET counter = 4.8%
> COc1cccc(/C=N/NC(=O)c2cnccn2)c1O
  GST TR-FRET counter = -5.2%
> O=C1CCCC(O)=C1N=Nc1ccc(C(=O)O)cc1
  GST TR-FRET counter = -3.4%
> CCCn1[nH]cc(SC)c(=O)c1=O
  GST TR-FRET counter = -1.6%
> COc1ccc2c3c(cccc13)N(C)N=C2C
  GST TR-FRET counter = 36.6µM*
> CCCCC(=O)NCCNC(=O)c1cc(OCC(F)(F)F)ccc1OCC(F)(F)F
  GST TR-FRET counter = -2.0%
> CCCN(C(=S)Nc1ccccc1)C1CCS(=O)(=O)C1 (stereo unspecified)
  GST TR-FRET counter = 1.4%
> O=C1OC(c2ccc3ccccc3c2O)(c2ccc3ccccc3c2O)c2ccccc21
  GST TR-FRET counter = 1.5%
> CC1CCN(C(=O)C2c3ccccc3C(=O)N3CCc4ccccc4C23)CC1 (stereo unspecified)
  GST TR-FRET counter = 7.8%
> Cc1c(C)n(C(=O)CSc2nc3ccccc3[nH]2)c2ccccc12
  GST TR-FRET counter = 2.5%
> O=C(O)CCCC(=O)NCCc1cccc(Cl)c1
  GST TR-FRET counter = -0.5%
> CCc1[nH]nc2c1C1(CCN(C(=O)OCc3ccccc3)CC1)C(C#N)=C(N)O2
  GST TR-FRET counter = -6.2%
> O=C(C1CC(c2ccccc2O)=NO1)N1CCCCC1 (stereo unspecified)
  GST TR-FRET counter = 5.7%
> CCc1nnc(NC(=O)CSc2nnc(Cc3ccccc3)n2-c2ccc(OC)cc2)s1
  GST TR-FRET counter = -3.0%
> COc1ccc(Cl)c(NCCC(=O)O)c1
  GST TR-FRET counter = 2.7%
> O=C(Cn1ncc(Cl)c(Cl)c1=O)c1ccc2c(c1)OCCO2
  GST TR-FRET counter = -6.4%
> Cc1cc(NC(=O)CSc2nnc(-c3ccncc3)n2N)ccc1Br
  GST TR-FRET counter = -8.4%
> COc1ccc(C(=O)Oc2c(CN3CCOCC3)cc(Cl)c3cccnc23)cc1
  GST TR-FRET counter = 0.7%
> O=C(CSc1nnc(C2CCCCC2)n1Cc1ccccc1)NCc1ccco1
  GST TR-FRET counter = -0.1%

# Reprinted at random: 2 entries already listed
> COc1ccc2c3c(cccc13)N(C)N=C2C
  GST TR-FRET counter = 36.6µM*
> CCOc1ccc(NC(=O)Cn2cncc2-c2ccc([N+](=O)[O-])cc2)cc1
  GST TR-FRET counter = 5.9%

# Next section:
> Cc1onc(-c2ccccc2)c1C(=O)NCc1cccs1
  GST TR-FRET counter = 0.5%
> Cc1cccc2cc(-c3ccccc3)c(-c3ccccc3)c[n+]12
  GST TR-FRET counter = 18.8µM*
> O=S(=O)(NCc1ccc2c(c1)OCO2)c1cccc(S(=O)(=O)N2CCOCC2)c1
  GST TR-FRET counter = 7.2%
> CS(=O)(=O)N(C(=O)NC(=O)NC1CCS(=O)(=O)C1)C1CCCCC1 (stereo unspecified)
  GST TR-FRET counter = -4.1%
> O=C(CN1CCC(NC(=O)c2cccc(F)c2)CC1)NCc1ccccc1F
  GST TR-FRET counter = 2.9%
> CCOC(=O)c1cccc2c(=O)c(C(=O)c3ccc(Cl)cc3)c(C(=O)OC)[nH]c12
  GST TR-FRET counter = 0.3%
> O=c1c2c(-c3ccco3)csc2nc(SCc2cn3cccnc3n2)n1-c1ccccc1
  GST TR-FRET counter = 12.6%
> O=C(NNC(=O)c1ccccc1-n1cccc1)c1ccc(Cl)c(Cl)c1
  GST TR-FRET counter = 1.4%
> CCOc1ccc(NCC2CCOC(C)(C)C2)cc1 (stereo unspecified)
  GST TR-FRET counter = 9.5%
> CSc1oc(-c2ccco2)nc1S(=O)(=O)c1ccccc1
  GST TR-FRET counter = -1.2%
> Oc1ccc2ccccc2c1C1Nc2cccc3cccc(c23)N1
  GST TR-FRET counter = 1.8%
> CCOC(=O)c1c(C)c(/C=N/Nc2ccccc2)n(C)c1C
  GST TR-FRET counter = 7.5%
> COC(=O)Nc1sc2nc(C)cc(C)c2c1-n1cccc1
  GST TR-FRET counter = -12.2%
> CCOc1ccc2[nH]c(=O)c(CN(Cc3nnnn3Cc3ccco3)C3CCCCC3)cc2c1
  GST TR-FRET counter = -0.6%&-1.7%
> Nc1cccc(-c2nc3ccc(N)cc3s2)c1
  GST TR-FRET counter = -4.0%
> CC12CCC(C(=O)NCCN3CCCCC3)(CC1=O)C2(C)C (stereo unspecified)
  GST TR-FRET counter = 4.6%
> Cc1cccc(N2CCN(CC(=O)Nc3nccs3)CC2)c1C
  GST TR-FRET counter = -5.7%
> COc1ccc(S(=O)(=O)N2CCOC2CNC(=O)C(=O)NCc2ccccn2)cc1 (stereo unspecified)
  GST TR-FRET counter = 9.8%
> O=C(c1ccc2c(c1)[nH]c(=S)n1c3ccccc3nc21)N1CCN(c2cccc(Cl)c2)CC1
  GST TR-FRET counter = -2.0%
> O=C(CSc1ncn[nH]1)Nc1nc(-c2ccccc2)ns1
  GST TR-FRET counter = 3.3%
> O=C(Nn1cnnc1)c1cc(-c2cccc(Br)c2)nc2ccccc12
  GST TR-FRET counter = -1.7%
> COC(=O)c1ccccc1NC(=O)C(C)Oc1ccccc1 (stereo unspecified)
  GST TR-FRET counter = -0.8%
> O=C1CC(SC(=Nc2ccccc2)Nc2ccccc2)C(=O)N1c1ccc(Cl)cc1 (stereo unspecified)
  GST TR-FRET counter = -2.1%
> CCc1ccc(-c2nc(SCC(=O)NC3CCS(=O)(=O)C3)n[nH]2)cc1 (stereo unspecified)
  GST TR-FRET counter = -2.0%
> COC(=O)c1ccc(NC(=O)COc2cccc(-n3cnnn3)c2)cc1
  GST TR-FRET counter = 4.2%

# (more compounds)
molecule	GST TR-FRET counter
O=C(O)c1ccc2c(c1)C1C=CCC1C(c1ccncc1)N2 (stereo unspecified)	-0.9%
O=C1c2sc3nc4n(c(=O)c3c2CCC1Br)CCCCC4 (stereo unspecified)	19.7%
COc1ccc(C2(O)CCN(Cc3nnnn3Cc3ccc(F)cc3)CC2)cc1	-4.4%
CC(=O)Nc1ccc(S(=O)(=O)N2CCN(CCCOc3ccccc3Cl)CC2)cc1	-1.1%
COc1ccccc1NC(=O)CN(Cc1ccco1)C(=O)c1cccs1	0.8%
CN(C)C(=O)c1cc(Cl)ccc1Sc1cc(Cl)ccc1Cl	0.6%
COc1ccccc1OCC(=O)NCC1CCCN(Cc2cnn(C(C)C)c2)C1 (stereo unspecified)	1.5%
Nc1cccc2c(O)cc(S(=O)(=O)O)cc12	0.0%
N#CCSc1nc2sc3c(c2c(=O)n1C1CCCCC1)CCCC3	8.3%
Cc1nnc(N2CCc3ccccc3C2)[nH]c1=O	3.1%
CC1CC(C)CN(C(=O)CSCC(=O)O)C1 (stereo unspecified)	-3.2%
Cc1cccc2sc(NNC(=O)c3ccc(S(=O)(=O)N4CC(C)CC(C)C4)cc3)nc12 (stereo unspecified)	-4.1%
O=C(c1cc2ccccc2o1)N1CC=C(c2ccccc2)CC1	-3.4%
COC(=O)CSc1nnc(CNC(=O)Cc2ccccc2)n1-c1ccccc1OC	-1.1%
O=C(NC(Cc1ccccc1)c1nc2ccccc2[nH]1)c1cccc([N+](=O)[O-])c1 (stereo unspecified)	10.2%
Nc1cc(N)c(OCC(F)(F)F)cc1OCC(F)(F)F	-12.7%
Cc1nn(Cc2ccccc2)c(C)c1C(=O)OCC(=O)c1cc(C)n(C2CC2)c1C	2.3%
Cc1cc(O)cc(O)c1C(=O)Cc1cnn(-c2ccccc2)c1	-1.8%
COc1cccc(NC(=O)CSc2nnc(-c3ccco3)c(-c3ccco3)n2)c1	0.5%
COc1ccc(NC(=O)N2c3ccc(OC)cc3C(C)=CC2(C)C)cc1	>100µM*
O=C(CC1SCCNC1=O)Nc1ccc(Cl)cc1 (stereo unspecified)	-7.0%
Cc1noc(C)c1C(=O)N1CCc2ccccc2C1	-0.1%
CSc1nc(N2CCOCC2)c2c(c1C#N)CC(C)(C)OC2	-2.1%
CCOC(=O)C1CCN(c2ncnc3cc(OC)c(OC)cc23)CC1	3.8%
c1ccc(Cn2nnnc2-c2ccco2)cc1	4.6%
CCN(CC)S(=O)(=O)c1ccc(C(=O)NCc2n[nH]c(=S)n2-c2ccccc2OC)cc1	0.2%
O=c1[nH]nc(CNc2ccc(O)cc2)c2ccccc12	19.4%
C=C(C)C1CC=C(C)/C(=N\NC(=O)CCC(=O)Nc2ccc(C)c(C)c2)C1 (stereo unspecified)	-2.4%
CCOC(=O)c1ccc2c(c1)C1C=CCC1C(C(=O)O)N2 (stereo unspecified)	-3.2%
O=C(c1ccco1)N(Cc1ccc([N+](=O)[O-])cc1)c1ccc(Cl)cc1	8.6%

# High-throughput results (PubChem BioAssay)
